# High-throughput results deposited in PubChem by several laboratories.
# CDK5 inh – blocks human CDK5/p35 kinase activity. 330,000 tested, 0.01% active. inhibition, % at 10 µM. Recombinant CDK5/p35, ADP-Glo luminescence, 60 min. AID 488839;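 active = highest replicate inhibition of at least 50% and at least 75% of replicates reaching 50%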;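 also: plate controls were DMSO neutral control for no effect and GW8510 at 10 µM for full effect; many of its hits are not listed in these tables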
# SR-BI DiI-HDL act – enhances SR-BI lipid uptake from DiI-HDL; CHO ldlA[mSR-BI] cells, DiI-HDL uptake fluorescence, 3 h; 100 = double the neutral-control signal; activation, % at 12.5 µM; 320,000 tested, 0.096% active;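 active = mean replicate activation of at least 60% and every replicate at or above 60%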;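 also: 0% = median plate neutral-control signal and 100% = twice that signal; values of inactives mirror those of a sister screen read the other way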
#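 system = CHO ldlA[mSR-BI] cells, LDL receptor-null, SR-BI overexpressing | medium = Ham's F12 with 0.5% BSA, HEPES 25 mM, pH 7.4 | probe or stimulus = DiI-HDL 10 µg/mL | compound dosing = single-point compound dose | incubation = compound exposure 3 h, 37 °C | technique = DiI fluorescence, bottom read | read-out = cell-associated DiI fluorescence as measure of HDL uptake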
# Wnt bcat act – activates Wnt/beta-catenin signaling in a reporter cell assay. AID 743398. 300,000 tested, 1.2% active. activation, % at 9.35 µM. activator, plate reader; in the data active = activation above about 30%, passing the limit was not always enough;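 also: 0% = neutral control wells and 100% = positive control wells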
# SR-BI DiI inh – blocks mouse SR-BI lipid uptake from DiI-HDL; inhibition, % at 12.5 µM; Q61009; ldlA[mSR-BI] CHO cells, DiI-HDL uptake fluorescence, 3 h; 320,000 tested, 0.96% active; AID 488896;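 active = mean replicate inhibition of at least 70% and a set share of replicates each scoring 70 or more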;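 also: 0% = median of neutral control wells and 100% = median of positive control wells; values of inactives mirror those of a sister screen read the other way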
# MITF act – increases MITF-driven TRPM1 promoter luciferase signal | SK-MEL-5 TRPM1-promoter luciferase, 24 h; % of positive control, neutral wells = 0 | activation, % at 12.5 µM | 300,000 tested, 0.75% active | AID 588334;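 active = mean activation of at least 80% with every replicate also reaching 80%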;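 also: 0% = neutral control wells and 100% = parthenolide positive control wells; values of inactives mirror those of a sister screen read the other way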
# Rtt109 HAT inh – inhibitors of Candida albicans Rtt109/Vps75 histone acetyltransferase | Q5AAJ8 | purified Rtt109/Vps75, ThioGlo CoA-SH fluorescence, 4 h | inhibition, % at 34.9 µM | 330,000 tested, 0.16% active | AID 540336;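 active = inhibition of at least 50% in every replicate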
# Target sequence (Q5AAJ8 whole entry, looked up): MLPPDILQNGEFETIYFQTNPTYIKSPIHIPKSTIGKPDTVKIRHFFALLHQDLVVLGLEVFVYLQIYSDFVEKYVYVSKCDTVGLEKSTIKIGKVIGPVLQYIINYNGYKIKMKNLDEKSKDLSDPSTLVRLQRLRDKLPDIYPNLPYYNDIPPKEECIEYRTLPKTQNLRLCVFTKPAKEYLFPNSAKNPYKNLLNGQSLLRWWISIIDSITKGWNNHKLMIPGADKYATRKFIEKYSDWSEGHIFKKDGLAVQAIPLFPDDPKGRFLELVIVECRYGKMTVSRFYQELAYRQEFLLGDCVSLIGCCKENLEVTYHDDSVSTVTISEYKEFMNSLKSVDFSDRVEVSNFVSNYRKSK
# PvdQ inh – blocks Pseudomonas aeruginosa PvdQ acylase activity. purified PvdQ acylase, fluorescence plate reader. inhibition, % at 10 µM. 340,000 tested, 0.063% active; in the data active = inhibition above about 30%, passing the limit was not always enough;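 also: 0% = vehicle neutral wells and 100% = reference inhibitor wells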
# cardiac RTF act – increases calcium sensitivity of human cardiac regulated thin filaments; 340,000 tested, 0.24% active; activation, % at 7.2 µM; AID 493008; IANBD-labeled TnC RTF fluorescence at EC20 calcium; 0% EC20 calcium, 100% full calcium;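 active = activation above the mean over all tested compounds plus 3 SD, cut at about 30% in these data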;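 also: rise in fluorescence read as greater calcium sensitivity of cardiac thin filaments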
# HTR5A ag ctr – activates human HTR5A in OPRM1-OPRD1 agonist counter-screen | HTR5A agonist assay, luminescence, cell-based | activation, % at 9.3 µM | 340,000 tested, 0.61% active | AID 504692; in the data active = activation mostly above about 9.5%, no sharp cut-off; inactive = mostly below about 7.6%;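 also: 0% = cells with vehicle only and 100% = reference agonist; strong numbers were not always called active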
# Target sequence (P47898 whole entry, looked up): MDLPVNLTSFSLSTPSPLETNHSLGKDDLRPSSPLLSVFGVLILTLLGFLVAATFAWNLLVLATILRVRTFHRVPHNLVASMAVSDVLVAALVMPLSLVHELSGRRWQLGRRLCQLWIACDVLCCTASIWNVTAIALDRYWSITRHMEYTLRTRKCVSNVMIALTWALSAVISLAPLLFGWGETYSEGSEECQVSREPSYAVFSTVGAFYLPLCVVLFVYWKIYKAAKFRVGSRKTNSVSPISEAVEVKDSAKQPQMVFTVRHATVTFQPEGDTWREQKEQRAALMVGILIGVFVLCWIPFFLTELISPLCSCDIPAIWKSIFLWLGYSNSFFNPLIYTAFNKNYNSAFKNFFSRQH
# dFosB activator – enhances mouse delta FosB homodimer DNA binding. purified delta FosB, TAMRA-CDK5 oligo fluorescence polarization; percent of positive-control signal above neutral wells. activation, % at 25 µM. 340,000 tested, 0.99% active. AID 493131;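 active = mean activation above about 17%, with every replicate also reaching it, limit read from the data, passing the limit was not always enough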;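 also: fluorescence polarization rise as delta FosB binds a TAMRA Cdk5 AP-1 oligo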
# Target sequence (P13346 whole entry, looked up): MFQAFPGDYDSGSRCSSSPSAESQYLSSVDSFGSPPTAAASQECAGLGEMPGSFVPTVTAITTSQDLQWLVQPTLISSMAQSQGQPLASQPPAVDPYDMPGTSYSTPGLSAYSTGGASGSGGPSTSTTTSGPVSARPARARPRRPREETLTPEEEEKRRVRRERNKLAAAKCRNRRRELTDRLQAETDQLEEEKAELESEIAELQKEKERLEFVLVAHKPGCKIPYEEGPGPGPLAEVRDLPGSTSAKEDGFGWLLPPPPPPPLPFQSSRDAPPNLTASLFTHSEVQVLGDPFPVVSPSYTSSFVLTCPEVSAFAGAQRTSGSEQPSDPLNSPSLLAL
# Active calls of the source: *; . = not tested or not shown.
# Results follow in this order: MITF act	PvdQ inh	dFosB activator	cardiac RTF act	SR-BI DiI-HDL act	SR-BI DiI inh	CDK5 inh	Rtt109 HAT inh	Wnt bcat act	HTR5A ag ctr
- O=C(CSCc1c(F)cccc1F)Nc1ccccc1
    .	-13	3	0	2	-2	-2.4	-1	8	-2
- O=C(CSc1ccccc1)Nc1ccccc1N1CCOCC1
    4	-4	-5	6	-11	11	0.1	5	.	-2
- O=C(c1cc(Br)c(Br)s1)N1CCN(c2ccccn2)CC1
    9	-11	-7	3	-2	2	-0.4	3	-1	2
- CCOc1ccc(NC(=O)CSc2ccccc2N)cc1
    14	-9	-3	13	-4	4	2.8	-1	1	-2
- Cc1cc(C(=O)CN2C(=O)C(=O)N(CCC3=CCCCC3)C2=O)c(C)n1C
    -10	-2	-9	1	-53	53	-5.8	1	-3	-15
- CCCCN(C)CCCNC(=O)c1cc(Nc2ccc(OC)c(OC)c2)nc2ccccc12
    14	-3	-6	-2	-52	52	-1.7	-3	2	0
- CC(=O)c1ccc(OCc2cc(C(=O)N(C)Cc3nc4c(C)cccc4[nH]3)no2)cc1
    1	-20	-7	3	-13	13	-2.6	-1	-1	0
- O=C(/C=C/c1cccnc1)c1ccc([N+](=O)[O-])cc1
    -11	10	-9	-1	.	.	-3.5	2	2	5
- O=C(NC(=O)c1csnn1)Nc1ccccc1Cl
    72	-16	2	6	3	-3	-1.9	3	24	2
- O=C(NC(=S)NCCC1=CCCCC1)c1cncc(Br)c1
    9	-7	5	4	-14	14	-0.7	-10	.	-1
- Cc1ccc(C(=O)N2CCN(CCNC(=O)C(=O)NCc3ccc(Cl)cc3)CC2)cc1
    -12	2	-2	-4	-6	6	0.9	2	-2	4
- Cc1ccc(C)c(N(C)S(=O)(=O)c2cccc3nsnc23)c1
    .	-12	-9	0	8	-8	0.3	4	0	1
- COC(=O)CC1C(=O)NCCN1C(=O)CSc1nc2ccccc2o1 (stereo not drawn)
    1	-12	-2	6	26	-26	-1.5	-3	-1	-1
- N#C/C(C(=O)Oc1ccccc1)=C1/Nc2ccccc2-c2ccccc21
    11	-3	1	-1	-14	14	-4.1	-9	.	4
- COCCn1c(-c2cc(OC)c(OC)c(OC)c2)nc2oc3ccccc3c(=O)c2c1=O
    29	-8	-16	-2	3	-3	-1.6	3	0	0
- CCCC(C(=O)NC(C)(C)C)N(C(=O)c1snc(C(N)=O)c1N)c1ccc2c(c1)OCCO2 (stereo not drawn)
    -19	-3	9	-2	13	-13	-2.2	-1	-3	3
- COC(=O)c1c(NC(=O)COC(=O)Cn2cnc3ccccc32)sc(C)c1C
    2	16	-8	0	-8	8	-1.7	-6	.	0
- O=C(COC(=O)c1ccccc1Cl)NC1CCCCCCC1
    35	-12	-2	-3	27	-27	-1.0	6	-4	-1
- Cc1cc(OCC(=O)Nc2ccccn2)c2c(C)cc(=O)oc2c1
    10	-9	2	-1	5	-5	1.0	-8	-3	2
- N#CC1(Cc2ccc([N+](=O)[O-])cc2)c2ccccc2C=CN1C(=O)c1ccccc1 (stereo not drawn)
    .	3	0	-1	-38	38	-0.1	-2	1	3
- COc1ccc(-n2c(COc3ccccc3)nnc2SCc2ccc(C#N)cc2)cc1
    7	-5	-9	-5	4	-4	-0.9	6	.	2
- CSc1ccccc1NC(=O)CSc1nnnn1-c1ccccc1SC
    .	-7	-6	4	-21	21	0.1	2	-1	3
- COc1ccccc1NS(=O)(=O)c1ccc(N/N=C(\C)C(C)C)c([N+](=O)[O-])c1
    -19	-9	-5	2	6	-6	-1.3	-6	-3	4
- COc1cc(C2N(C)C(=O)c3ccccc3N2C)ccc1O (stereo not drawn)
    -5	-23	-4	-3	25	-25	-1.0	16	-2	9.5*
- Cc1ccc(C(=O)Nc2nc(-c3ccc([N+](=O)[O-])cc3)cs2)o1
    -3	-13	-1	2	3	-3	0.3	0	-1	1
- Cc1occc1C(=O)NNC(=O)CN1C(=O)NC2(CCCCC2)C1=O
    -5	3	-2	-6	17	-17	-0.3	5	3	2
- Cc1ccccc1N(CC(=O)NC(C)(C)C)C(=O)CS(=O)CC(=O)Nc1ccc2c(c1)OCO2 (stereo not drawn)
    -3	-6	-3	-3	21	-21	0.6	10	-2	6
- CCCCn1c(C(C)NC(=O)COC)nc2ccccc21 (stereo not drawn)
    .	14	9	-1	2	-2	-0.8	0	-3	-4
- Cc1nc(NC(=O)CN(C)S(=O)(=O)c2ccc(Cl)cc2)sc1C
    -9	7	3	-5	-3	3	1.7	-1	-2	0
- COc1ccc(NC(=O)CNS(=O)(=O)c2cccs2)cc1
    .	-12	-2	26	48	-48	-1.3	-3	6	1

# (list continues)
# Results follow in this order: MITF act	PvdQ inh	dFosB activator	cardiac RTF act	SR-BI DiI-HDL act	SR-BI DiI inh	CDK5 inh	Rtt109 HAT inh	Wnt bcat act	HTR5A ag ctr
- CN1CCN(C2CCN(c3ccc(Nc4nnc(Cl)c(Nc5ccccc5S(C)(=O)=O)n4)c(OC(CF)CF)c3)CC2)CC1
    18	13	-1	8	-20	20	0.1	4	-4	-3
- COc1ccc2nc(SCC(=O)C(C)(C)C)[nH]c2c1
    51	14	8	5	-18	18	0.2	3	41*	2
- O=C(COC(=O)c1ccccc1SCC(=O)N1CCCC1)NC1CCCCC1
    18	1	-4	9	3	-3	1.6	-1	4	-5
- Cc1cc(OC(C)C(=O)NCCCN2CCOCC2)c2c(C)c(C)c(=O)oc2c1 (stereo not drawn)
    2	-7	-10	-2	16	-16	-1.2	-3	2	3
- CCOc1ccc(C(O)C(CN2CCOCC2)c2ccccc2)cc1 (stereo not drawn)
    -2	-6	2	3	1	-1	-1.3	-1	.	4
- COC(=O)Cn1cnc2scc(-c3ccc(C)c(C)c3)c2c1=O
    -3	-6	-1	-5	-4	4	0.4	-1	2	-1
- COc1ccc(S(=O)(=O)N2CCCN(CC(=O)C(C)(C)C)CC2)cc1
    11	9	-2	1	-20	20	0.4	10	-3	3
- CCOC(=O)c1cc2c(ccn2-c2ccc(F)cc2)n1CC(=O)N1CCN(C(=O)c2ccco2)CC1
    0	-14	2	1	-64	64	-1.1	-5	-10	1
- NC(=O)C1CCN(C(=O)CCn2c(=O)oc3ccccc32)CC1
    -10	-10	-1	-1	-1	1	0.8	1	0	9
- CCOc1ccc(S(=O)(=O)N2CN3CCN(C3)C2)cc1
    .	-8	-2	4	-8	8	0.3	2	0	2
- COc1ccccc1N1CCN(CCCCN2C(=O)C3CCCN3C2=O)CC1 (stereo not drawn)
    2	-12	-7	8	.	.	-0.7	9	1	-2
- Cc1nc(-c2ccc(F)cc2)c(CC(=O)N(C)CC(=O)Nc2ccccc2C(F)(F)F)s1
    9	-10	-11	2	0	0	-0.8	-1	-2	-4
- CCOC(=O)Cn1c(=O)c2c(nc3n2CCCCN3c2ccc(C)cc2)n(C)c1=O
    -11	2	-1	-4	3	-3	0.3	7	-2	-2
- Cc1occc1C(=O)N/N=C/c1ccc(Br)s1
    49	4	-9	0	15	-15	1.8	-3	11	-3
- CC(C)CCNC(=O)c1cc(-c2ccncc2)nc2ccc(S(=O)(=O)N3CCOCC3)cc12
    10	-15	2	10	22	-22	0.3	1	-4	0
- CC(=O)NCCOc1cccc(OCCNC(C)=O)c1
    3	-10	0	-4	16	-16	-0.7	3	.	5
- CC(=O)c1sc(NC(=O)CCN2C(=O)c3ccccc3C2=O)nc1C
    15	-9	-6	2	-4	4	1.1	-6	0	2
- Cc1cc(C)nc(SCC(=O)Nc2nonc2N)n1
    -3	-15	-2	1	-3	3	-4.4	6	2	1
- CC1=NN(C(=O)Cc2ccccc2)C(O)(c2ccccc2)C1 (stereo not drawn)
    28	-15	-4	-1	13	-13	-1.6	4	0	0
- Cc1nnc2sc(SCC(=O)N3CCc4ccccc43)nn2c1=O
    -2	-4	-1	1	9	-9	0.4	2	-2	0
- C(=N\c1nc2ccccc2[nH]1)/c1cccs1
    -11	-8	8	-3	-4	4	-0.6	2	0	1
- CN(C)c1ccnc2sc3c(NCC(O)CO)ncnc3c12 (stereo not drawn)
    4	-11	-4	6	21	-21	-0.9	0	-10	2
- CN(C)N=Nc1ccc(S(=O)(=O)NC(Cc2ccccc2)C(=O)O)cc1 (stereo not drawn)
    -2	5	-2	-3	-5	5	0.8	-1	-1	-6
- O=C(Nc1ccc(O)c(-c2nc3ccccc3o2)c1)C1(c2ccccc2)CCCC1
    -13	11	-17	0	-23	23	-2.2	17	-1	3
- O=C(O)c1ccc(/C=N/NC(=O)c2cc(-c3ccc4c5c(cccc35)CC4)n[nH]2)cc1
    7	8	3	-1	-1	1	-1.8	2	-1	2
- CC(C)C(=O)Nc1nnc(Cc2ccccc2)s1
    16	-11	2	6	36	-36	-1.5	-9	-1	5
- O=C(COC(=O)/C=C/c1cccs1)NC1CC1
    -11	1	-10	5	7	-7	0.9	11	-1	2
- C=CCNC(=S)Nc1ccc(C)c(S(=O)(=O)N2CCCCC2)c1
    3	-7	-4	-2	-15	15	-1.0	-6	0	3
- Cc1ccc(NC(=O)CSc2nnc(Cc3csc(C)n3)o2)cc1
    14	-9	-12	-6	-21	20	-7.2	1	6	-3
- C=CCN(c1ccc(OC)cc1)S(=O)(=O)c1ccc(Cl)c(C(=O)OCC(=O)c2c(N)n(C)c(=O)n(C)c2=O)c1
    21	-9	8	1	-24	24	-2.3	-7	-7	4

# Following part.
# Results follow in this order: MITF act	PvdQ inh	dFosB activator	cardiac RTF act	SR-BI DiI-HDL act	SR-BI DiI inh	CDK5 inh	Rtt109 HAT inh	Wnt bcat act	HTR5A ag ctr
- c1ccc(-c2nc3ccccc3c3nncn23)cc1
    2	-10	-18	-2	35	-35	-1.5	-3	.	0
- Cc1c(CCO)c(=O)[nH]n1S(=O)(=O)c1cccc(C(F)(F)F)c1
    -8	-10	1	0	23	-23	0.2	5	-1	-2
- CN(C)C(C)(C)C#CCCCCC#CC(C)(C)N(C)C
    0	-2	1	-1	27	-27	-2.8	8	.	-1
- CC(=O)Nc1cccc(C(=O)OCN2C(=O)c3ccccc3C2=O)c1
    -5	-18	-8	1	-4	4	1.2	-12	1	-2
- CC(C)(C)n1nnnc1C(c1cccs1)N1CCCc2ccccc21 (stereo not drawn)
    2	-8	5	-7	-4	4	-0.6	-1	.	1
- CCS(=O)(=O)N1CCCC(C(=O)NCCc2ccccc2)C1 (stereo not drawn)
    10	-10	5	5	-18	18	0.6	-4	0	5
- CCc1ccc(N(CC(=O)O)S(=O)(=O)c2c(C)noc2C)cc1
    -2	0	0	0	.	.	0.4	-13	1	-1
- N#C/C(=C1\CCCN1)c1ccc2ccccc2n1
    -5	-8	-2	2	-42	42	1.6	2	.	3
- C#CCOCCOCCOCCNc1nc(N2CCOCC2)nc(N2CCN(C(=O)[C@H]([C@@H](C)CC)n3cc([C@@H](N)Cc4ccc(O)cc4)nn3)CC2)n1
    6	-10	-4	2	3	15	1.6	-5	.	-1
- CCCC(c1nnnn1C1CCCCC1)N1CCN(c2ncccn2)CC1 (stereo not drawn)
    -8	-1	0	0	-8	8	1.1	-2	-3	3
